# Screening results: PubChem, National Center for Advancing Translational Sciences (NCATS)
# EPAC2 antag – antagonists of human EPAC2 | Q8WZA2 | EPAC2 GEF exchange of Rap1B-BODIPY-GDP, fluorescence | Potency, µM (top dose mostly 114 µM), inactives show at the highest dose activity, negative = inhibition, most hits filed as inhibitors | hit rate 0.18% among 360,000; further: potency means the concentration at half of the fitted maximal effect; on the % scale 0 is the no-effect control and ±100 the full control effect; nearly all actives have a fitted effect of over 45% in size; many of its hits are not listed in these tables
# Abeta rescue – A-beta toxicity reversal in yeast. yeast expressing A-beta42, growth rescue, OD600, 48 h; response scale: 0% DMSO, 100% iron-clioquinol control. Potency, µM (series often up to 46.1 µM), for inactives: at the highest dose growth rescue, most hits filed as activators. hit rate 0.063% among 410,000; further: potency means the concentration at half of the fitted maximal effect; nearly all actives have a fitted effect of over 55% in size
#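 Growth rescue measured by 600 nm absorbance after 48 h yeast culture at 30 C with compound. Values normalized between DMSO and an equimolar ferric chloride plus clioquinol control.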
# FUS yeast rescue – suppressors of FUS proteinopathy in yeast. S. cerevisiae FUS-expressing, growth rescue, OD600, 24 h. Potency, µM (series often up to 76.6 µM), inactives show top-dose growth rescue (activation), actives largely listed as activators. hit rate 0.24% among 390,000. AID 1347120;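 further: potency means the concentration at half of the fitted maximal effect; plate controls were DMSO vehicle for no effect and reference control for full effect; nearly all actives have a fitted effect of over 55% in size; some results filed as inactive show a strong effect at the top dose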
#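 Steps: raffinose overnight preculture; dilution to OD 0.005 in 2% galactose minimal medium; compound addition (concentration series); 24hr at 30C, 99% humidity; absorbance read at 600 nm.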
# TDP43 rescue – inhibitors of TDP-43 toxicity in yeast; TDP-43 expressing yeast growth rescue, BacTiter-Glo, 24 h; Potency, µM (doses to about 46.1 µM), inactives show at the highest dose growth rescue (activation), most hits filed as activators; hit rate 1.8% among 410,000; further: potency means the concentration at half of the fitted maximal effect; % of control where 0% means no effect; nearly all actives have a fitted effect of over 50% in size
#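 Luminescence from BacTiter-Glo reports growth of TDP-43-expressing yeast after 24 hr at 30 deg C with compound. Cells were raffinose-pregrown to mid-log, then seeded in galactose medium at OD600=0.02.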
# aSyn rescue – alpha-synuclein toxicity inhibition in yeast; Yeast expressing alpha-synuclein, growth rescue, BacTiter-Glo, 24 h; Potency, µM (doses to about 46.1 µM), for the others: top-dose growth rescue (activation), actives largely listed as activators; hit rate 0.14% among 370,000; AID 652106; further: potency means the concentration at half of the fitted maximal effect; % of control where 0% means no effect; nearly all actives have a fitted effect of over 65% in size
#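 Rescue of yeast growth: cells expressing toxic alpha-synuclein, induced in galactose at OD600 0.02, incubated with compound 24 h at 30 C. ATP luminescence quantified growth; inhibitors of toxicity appear as activators.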
# DRD3 antagonist – antagonists of human D3 dopamine receptor; P35462; D3R cells, DiscoveRx beta-arrestin luminescence, antagonist mode; stronger effect = lower value; max response, negative = inhibition, %; hit rate 2.5% among 360,000; in the data active means max response below about -50%; inconclusive means no clear call, values can overlap the other calls; further: on the % scale 0 is the no-effect control and ±100 the full control effect; mostly tested at two doses, the higher about 12 µM
# Target sequence (P35462 whole entry, looked up): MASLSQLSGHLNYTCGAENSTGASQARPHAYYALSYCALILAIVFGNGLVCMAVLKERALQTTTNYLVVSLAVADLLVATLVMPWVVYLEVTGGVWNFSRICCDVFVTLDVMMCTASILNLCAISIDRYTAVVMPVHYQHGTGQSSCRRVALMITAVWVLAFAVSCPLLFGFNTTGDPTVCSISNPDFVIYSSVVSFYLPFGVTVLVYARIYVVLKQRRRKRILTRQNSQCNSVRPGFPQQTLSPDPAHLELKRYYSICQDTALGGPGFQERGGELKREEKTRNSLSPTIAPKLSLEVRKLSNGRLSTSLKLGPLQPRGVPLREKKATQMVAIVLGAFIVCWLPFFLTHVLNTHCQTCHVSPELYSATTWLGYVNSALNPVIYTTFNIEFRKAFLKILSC
#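 Cells expressing the human receptor were seeded at 1500 cells/well, incubated overnight at 37 degrees C in 5% CO2, then exposed to library compounds with dopamine controls for 90 minutes at 37 degrees C before luminescent detection.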
# D3 ag – activates the human D3 dopamine receptor; P35462; hit rate 0.58% among 410,000; D3R DiscoveRx beta-arrestin cells, luminescence, 90 min; max activation, %; in the data active means max activation above about 30%; further: 0% is about no effect; mostly tested at two doses, the higher about 12 µM
#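 Agonist mode: compounds and dopamine controls were applied to plated cells for 90 min at 37 degrees C after an overnight attachment at 1500 cells/well. Luminescent read-out followed 30 - 60 minutes at room temperature with DiscoveRx detection reagent.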
# EPAC2 agonist – activates human EPAC2 exchange factor; AID 720711; hit rate 0.079% among 360,000; Potency, µM (doses to about 154 µM), for the others: at the highest dose activation, usual class: activators; Q8WZA2; EPAC2 activation, biochemical qHTS; response scale: 100% = 6.5 mM cAMP response; further: potency means the concentration at half of the fitted maximal effect; nearly all actives have a fitted effect of over 50% in size
#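 Compounds were added across a concentration range to EPAC2 (100 nM), RAP1B-BODIPY-GDP (250 nM) and GDP (50 uM). After 5 min at room temperature, fluorescence was recorded at 5-min intervals for 30 min.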
# Active calls of the source: *; ? = inconclusive; . = not tested or not shown; [ ] = remark or other dose. Unless noted, the call rests on the fitted dose curve; in most records, active means well fitted curve in the direction sought with a large enough effect; inconclusive means small, poorly fitted or top-dose-only effect, or another doubt; inactive means no such curve, though single readings can be large; an effect the other way counts as inactive or inconclusive.
SMILES,EPAC2 antag,Abeta rescue,FUS yeast rescue,TDP43 rescue,aSyn rescue,DRD3 antagonist,D3 ag,EPAC2 agonist
CCc1nnc(NC(=O)CSc2nnc(-c3ccc(NS(=O)(=O)c4ccccc4)cc3)o2)s1,-6%,10%,.,17%,5%,13,4,2%
Cn1c(=O)[nH]c(=O)c2c1nc(N1CCNCC1)n2Cc1ccccc1,10%,1%,2%,17%,2%,-17,3,-1%
CCOC(=O)c1sc(SCc2ccccc2)c2c1CC(C)(C)CC2=O,0%,7%,?,.,.,.,.,10%
COc1ccc(C/C(N)=N/OC(=O)c2cccs2)cc1,-10%,-30%,-21%,16µM*,-36%[inhibitor],23,1,10%
CC1(c2ccccc2Cl)NC(=O)N(CC(=O)N2c3ccccc3NC(=O)C2(C)C)C1=O (stereo unspecified),-1%,4%,.,12%,0%,7,3,-4%
CC1CN(C(=O)COC(=O)c2ccc3ccccc3c2)CC(C)O1 (stereo unspecified),5%,4%,-2%,0%,2%,3,2,2%
CC(C)(C)c1nnc2sc(SCC(=O)c3ccc(Cl)cc3)nn2c1=O,1%,7%,13%,-17%,-1%,38,6,-8%
Cc1cc(C)c(C)c(S(=O)(=O)NCC(=O)N2CCCC2)c1C,10%,-12%,14%,-17%,3%,5,3,6%
Cc1ccc(NS(=O)(=O)c2ccc(-n3cccn3)cc2)cc1F,3%,-2%,-6%,0%,7%,0,9,-1%
O=C1CCCC(O)=C1C=Nc1ccc(O)cc1,0%,-2%,-3%,-8%,-2%,15,-16,5%

# Random excerpt: 4 compounds from above
SMILES,EPAC2 antag,Abeta rescue,FUS yeast rescue,TDP43 rescue,aSyn rescue,DRD3 antagonist,D3 ag,EPAC2 agonist
CCOC(=O)c1sc(SCc2ccccc2)c2c1CC(C)(C)CC2=O,0%,7%,?,.,.,.,.,10%
CC(C)(C)c1nnc2sc(SCC(=O)c3ccc(Cl)cc3)nn2c1=O,1%,7%,13%,-17%,-1%,38,6,-8%
CC1(c2ccccc2Cl)NC(=O)N(CC(=O)N2c3ccccc3NC(=O)C2(C)C)C1=O (stereo unspecified),-1%,4%,.,12%,0%,7,3,-4%
O=C1CCCC(O)=C1C=Nc1ccc(O)cc1,0%,-2%,-3%,-8%,-2%,15,-16,5%

# Carrying on:
SMILES,EPAC2 antag,Abeta rescue,FUS yeast rescue,TDP43 rescue,aSyn rescue,DRD3 antagonist,D3 ag,EPAC2 agonist
COCCn1c(C)cc(O)c(C(c2ccccc2)N2CCN(c3ccc(F)cc3)CC2)c1=O (stereo unspecified),.,0%,14%,-22%,.,.,-23,.
COc1cccc(/C=N/Nc2snc(SC)c2C#N)c1,-12%[57.1 µM],-4%,?,1%,-3%,37,0,-19%
O=C(NNC(=O)c1ccc(Oc2ccc(C3SCCS3)cc2)o1)c1ccc(Cl)cc1,9%,11%,14%,14%,4%,6,1,4%
O=C(NCCCN1CCOCC1)c1ccc2c(=O)n(Cc3cccc(Br)c3)c(=S)[nH]c2c1,-21%,7%,24%,-11%,6%,-1,1,13%
Cc1oc2ccc(O)c(CN3CCOCC3)c2c1C(=O)Nc1ccccc1,.,-4%,-3%,22%,.,.,5,.
CCC(CC)C(=O)c1c[nH]c(C(=O)NC2CCCCCC2)c1,3%,6%,13%,0%,5%,-6,-24,-12%
COc1cc(OC)cc(C(=O)Nc2nnc(Cc3ccc(OC)c(OC)c3)s2)c1,-2%,-4%,8%,-7%,-9%,-20,-7,3%
Cc1c(C(=O)OCC(=O)Nc2cccc(S(N)(=O)=O)c2)oc2c1ccc1ccccc12,?,3%,-2%,21%,8%,12,3,11%
NS(=O)(=O)c1ccc(NC(=O)COC(=O)CCc2ccccc2)cc1,5%,-2%,18%,-15%,2%,-14,-8,0%
O=C(N/C(=C/c1ccc(Br)cc1)C(=O)N1CCCC1)c1ccccc1F,-1%,8%,.,11%,0%,10,0,2%
O=C1NC[C@H](CCCCN2C[C@H](Cc3ccccc3)N(CCC3CCCCC3)C(=O)C2=O)N(CCC2CCCCC2)C1=O,4%,-4%,33%,19%,2%,0,-3,-18%
CCOC(=O)C1=C(COC(=O)CNC(=O)c2ccccc2F)NC(=O)NC1C (stereo unspecified),13%,6%,-3%,5%,1%,23,4,3%
Cc1cccc(OCCC(=O)Nc2ccc(S(=O)(=O)N3CCCC3)cc2)c1,-3%,6%,?,2%,4%,-6,-2,15%
COc1cccc(NC(=O)N(C)C[C@H]2Oc3cc(Br)ccc3S(=O)(=O)N([C@H](C)CO)C[C@H]2C)c1,10%,0%,?,6%,-3%,0,-5,5%
CCCc1cc(=O)n2nc(N3CCC(C(=O)N4CCN(c5cccc(OC)c5)CC4)CC3)sc2n1,-8%,-2%,7%,3%,-1%,0,3,-6%
CCOc1cc(/C=C2/NC(=O)N(CC(=O)Nc3cccc(C)c3)C2=O)ccc1OCC(N)=O,16%,-11%,?,0%[9.22 µM],1%,-6,1,-7%
CNCCNC[C@H](Cc1cccc2ccccc12)NCCc1ccccc1,5%,2%,-21%,5%,0%,?,-62,7%
Cc1[nH]c2ccccc2c1C(=O)CSc1nc2ncc(Cl)cc2[nH]1,-2%,5%,37%,0%,-5%,-61*,-9,8%
O=C(Nc1ccccc1)C1=C[C@H](c2csc3ccccc23)C[C@H](OCc2ccc(CO)cc2)O1,14%,8%,11µM*,16%,14%,4,36*,4%
N/C(=N\OC(=O)Oc1ccccc1)c1ccc(Br)cc1,12%,-5%,-4%,-10%,-3%,0,-4,-2%
Cc1ccc(NC(=O)Cn2nnc(C(=O)Nc3ccc(F)c(Cl)c3)c2N)cc1,5%,16%,-4%,-10%,-4%,1,5,4%
C[C@H]1NC(=O)[C@@]2(C)[C@@H](c3ccccc3)[C@H]3COc4ccccc4[C@@H]3N2C1=O,-6%,-4%,-8%,9%,2%,6,7,6%
CCCc1nn(C)c(C(=O)Nc2ccc(CC)cc2)c1Cl,4%,-1%,.,?,0%,13,-7,-1%
COc1ccc(S(=O)(=O)N2CCOC2CNC(=O)C(=O)NCc2ccco2)cc1 (stereo unspecified),12%,-2%,23%,-17%,2%,11,7,-5%
COc1ccc(NS(=O)(=O)c2ccc(-c3coc(C)n3)cc2)cc1OC,-6%,11%,12%,4%,5%,14,1,7%
COC(=O)C1=C(C(=O)c2ccc(C)cc2)C(c2ccc(OC)c(OC)c2)n2nnnc2N1 (stereo unspecified),6%,-4%,14%,-17%,-5%,0,0,0%[15.6 µM]
O=C(COC(=O)Cc1cccs1)Nc1cc(S(=O)(=O)N2CCOCC2)ccc1Cl,7%,-16%,15%,-11%,-6%,-6,11,-5%
O=C(COC(=O)c1ccc(Cl)nc1)Nc1ncc(Cl)cc1Cl,-4%,-6%,19%,15%,1%,5,3,5%
COc1ccc2nc(NC(=O)CN3CCN(C)CC3)sc2c1,4%,6%,11%,6%,1%,-59*,3,8%
Cc1ccc(C(=O)N(CC(=O)Nc2ccc(Cl)c(Cl)c2)Cc2ccco2)cc1,-2%,11%,8%,0%,-3%,-16,-3,-1%
Cc1c(-c2ccccc2)[n+](=O)c2c(n1[O-])CCC2,-3%,-2%,0%,1%,6%,-25,-8,6%
COc1ccc2c(c1)CC(C(=O)NCCN1CCN(c3cccc(Cl)c3)CC1)CO2 (stereo unspecified),.,11%,2%,1%[9.22 µM],.,.,-8,.
C[N+](C)(C)CCN1CCc2ccccc21,6%,-13%,-19%,12%,-8%,-30,-9,7%
CC(C)(C)[C@H]1COC(=O)CCCC/C=C\C[C@H](CC(=O)N(CCO)Cc2ccccc2)C(=O)N1,15%,6%,11%,9%,-14%,32,16,8%
Cc1cc(NS(=O)(=O)c2ccc(NC(=O)c3cc4c(=O)n5ccccc5nc4s3)cc2)nc(C)n1,-12%,0%,0%,9%,-1%,9,0,-5%
CCOc1cc(N2CCOCC2)c(OCC)cc1NC(=O)COc1cccc2cccnc12,7%,-2%,?,11%,0%,31,9,-14%
CC1CCCN(C(=O)c2ccc(S(=O)(=O)Nc3ccccc3Cl)cc2)C1 (stereo unspecified),4%,20%,7%,11%,7%,0,1,0%
COc1ccc(C(=O)Nc2cc(-c3ccc(C)cc3)no2)cc1,11%,-9%,-29%,12%,-1%,4,-3,3%
Cn1c(=O)c2cc(NC(=O)Cc3ccccc3F)ccc2n1Cc1ccc(Cl)cc1,-21%,-17%,-5%,12%,-8%,-20,-4,6%
CCN1CCN(C(c2ccccc2)c2c(O)cc(C)n(CCOC)c2=O)CC1 (stereo unspecified),.,-12%,-8%,-20%,.,.,-21,.
COc1cccc(NC(=O)Nc2cccc(C)n2)c1,-9%,-1%,-7%,10%,2%,2,2,6%
COc1ccccc1CNC(=O)CCCN1C(=O)COc2ccc(C)cc21,0%,14%,19%,11%,?,14,4,4%
CCN(CC(=O)Nc1ccc(OC)cc1)C(=O)c1ccc([N+](=O)[O-])cc1,-6%,-15%,14%,27%,12%,1,6,3%
CCOC(=O)CCCOC(=O)c1ccc(S(=O)(=O)N(C)C)cc1,18%,-15%,12%,8%,-1%,-3,3,11%
CC(C)(C)c1ccc(-c2nnc(-c3ccccc3NC(=O)c3ccc(F)cc3F)o2)cc1,.,-17%,-3%,-2%,-5%,.,7,.
Cc1ccc(CS(=O)(=O)c2ncc(Cl)c(C(=O)Nc3ccc(OC(F)F)cc3)n2)cc1,-21%,1%,5%,28%,25%,-63*,-33,-18%
O=C(/C=C/c1ccc(F)cc1)N1CCc2ccccc2C1,-12%,8%,15%,?,2%[1.84 µM],-17,-7,2%
O=C(Nc1ccc(F)cc1)c1sc2cc(C(F)(F)F)cnc2c1-c1cccs1,0%,3%,-17%,6%,-1%,3,0,9%
CC[C@]12c3[nH]c4ccc(Cl)cc4c3CCN1C(=O)[C@@H](CC(=O)NCCC1=CCCCC1)C[C@@H]2C(=O)N1CCN(C(=O)C2CC2)CC1,11%,-12%,-14%,-7%,-2%,-3,-21,13%
COc1ccccc1NC(=O)c1cc2ccccc2o1,3%,-39%[inhibitor],-1%,-1%,0%,-2,-1,19%
CC(C)(C)CC(=O)Nc1ccc(Nc2ccccc2)cc1,-3%,27%,15%,25%,2%,17,2,-1%
Cc1nn(Cc2ccc(Cl)cc2)c(Cl)c1/C=N/NC(=O)CNc1ccccc1F,12%,20%,.,0%,5%,14,3,-6%

# Quoted from the listing.
# COc1cccc(NC(=O)Nc2cccc(C)n2)c1 in aSyn rescue → 2%
# Cc1nn(Cc2ccc(Cl)cc2)c(Cl)c1/C=N/NC(=O)CNc1ccccc1F in D3 ag → 3

# This is a subset; count on the stated rates, not on these rows.
